GLS inhibitor – blocks human kidney-isoform glutaminase activity | Potency, µM (series often up to 45.5 µM), inactives show at the highest dose activity change, negative = inhibition, usual class: inhibitors | O94925 | hit rate 0.21% among 410,000 | GLS enzymatic activity, qHTS titration; note: potency is the fitted concentration of half-maximal effect; % is set by controls: 0 for no effect and ±100 for the full control effect
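Human kidney-isoform GLS in 45 mM KH2PO4 pH 8.2, 0.02% Tween-20, with compound, started with 1mM L-Glutamine (added stock). Glutamate oxidase/HRP/Amplex red coupled fluorescence read at start and after 30 min at RT.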
Tb PGK inh – inhibitors of T. brucei phosphoglycerate kinase; PGK/GAPDH coupled, Kinase-Glo luminescence, 60 min; Potency, µM (highest dose often 57.5 µM), without a hit: at the top dose activity change, negative = inhibition, hits mostly inhibitors; hit rate 0.043% among 380,000; note: potency is the fitted concentration of half-maximal effect; % is set by controls: 0 for no effect and ±100 for the full control effect; nearly all actives have a fitted effect of over 60% in size
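Recombinant glycosomal PGK reaction used 1,3-bisphosphoglycerate generated in-well by GAPDH (100nM final) in 100mM TEA pH 7.6, 5mM MgCl2, 0.01% Tween-20. After 60 minutes at room temperature, ATP was read by Kinase-Glo Plus luminescence end-point.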
PI4K2A inh – blocks human PI4K2A kinase activity; AID 1346378; hit rate 0.13% among 420,000; activity change, negative = inhibition, % at 76.9 µM; Q9BTU6; purified PI4K2A, ADP-Glo luminescence, 1 h; hits give low values; in the data active = activity change below about -50%; inconclusive = mostly about -30% to -49%;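 note: -100% = wells without enzyme as full effect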
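In this quantitative HTS, ADP production by PI4K2A was quantified luminescently after 1 h at ambient temperature; 100 microM adenosine served as plate-quality control.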
HP1b chromo inh – HP1-beta chromodomain-methylated histone interaction inhibition | P83916 | AlphaScreen HP1-beta / biotin-H3K9me3 peptide binding | Potency, µM (highest dose often 114 µM), for the others: top-dose activity change, negative = inhibition, most hits filed as inhibitors | hit rate 0.56% among 390,000; note: potency is the fitted concentration of half-maximal effect; nearly all actives have a fitted effect of over 70% in size; inactives centre near 23
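Compound inhibition of the preformed complex between 50 nM HP1-beta and 50 nM biotinylated H3K9me3 peptide was read by AlphaScreen. Buffer was PBS pH 7.4 with 0.01% Tween-20. Incubations ran 30 min at room temperature, with 10 ug/mL donor/acceptor beads.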
BAZ2B inh – BAZ2B (human) inhibition; AlphaScreen BAZ2B-H3K14Ac peptide displacement; Potency, µM (highest dose often 114 µM), inactives show at the highest dose activity change, negative = inhibition, usual class: inhibitors; hit rate 4.4% among 360,000; AID 504333; note: potency is the fitted concentration of half-maximal effect; % is set by controls: 0 for no effect and ±100 for the full control effect; nearly all actives have a fitted effect of over 60% in size
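BAZ2B 50 nM plus b-H3(5-23)K14Ac 50 nM, PBS pH 7.4/0.01% Tween-20, 30 min RT; compound added (max 110 uM), 30 min RT; streptavidin donor/Ni-chelate acceptor beads 10 ug/mL final, 20 min dark; AlphaScreen read.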
POLH inh – DNA polymerase eta (human) inhibition. Q9Y253. recombinant Pol eta, fluorescent DNA replication assay. Potency, µM (series often up to 114 µM), for inactives: at the top dose activity change, negative = inhibition, hits mostly inhibitors. hit rate 1.2% among 390,000; note: potency is the fitted concentration of half-maximal effect; % is set by controls: 0 for no effect and ±100 for the full control effect
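Fluorescent replication assay: 50 nM final substrate added after a 15 min room-temperature compound preincubation with 10 nM enzyme. Signal taken at 0 min and again at 10 min.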
JMJD2A Tudor inh – inhibitors of human JMJD2A Tudor domain; AID 504339; Potency, µM (top dose mostly 114 µM), for inactives: top-dose activity change, negative = inhibition, actives largely listed as inhibitors; AlphaScreen JMJD2A-Tudor / H3K4me3 peptide binding; hit rate 4.4% among 390,000; O75164; note: potency is the fitted concentration of half-maximal effect; % is set by controls: 0 for no effect and ±100 for the full control effect; nearly all actives have a fitted effect of over 50% in size
Target sequence (O75164 whole entry, looked up, the tested form may be a part): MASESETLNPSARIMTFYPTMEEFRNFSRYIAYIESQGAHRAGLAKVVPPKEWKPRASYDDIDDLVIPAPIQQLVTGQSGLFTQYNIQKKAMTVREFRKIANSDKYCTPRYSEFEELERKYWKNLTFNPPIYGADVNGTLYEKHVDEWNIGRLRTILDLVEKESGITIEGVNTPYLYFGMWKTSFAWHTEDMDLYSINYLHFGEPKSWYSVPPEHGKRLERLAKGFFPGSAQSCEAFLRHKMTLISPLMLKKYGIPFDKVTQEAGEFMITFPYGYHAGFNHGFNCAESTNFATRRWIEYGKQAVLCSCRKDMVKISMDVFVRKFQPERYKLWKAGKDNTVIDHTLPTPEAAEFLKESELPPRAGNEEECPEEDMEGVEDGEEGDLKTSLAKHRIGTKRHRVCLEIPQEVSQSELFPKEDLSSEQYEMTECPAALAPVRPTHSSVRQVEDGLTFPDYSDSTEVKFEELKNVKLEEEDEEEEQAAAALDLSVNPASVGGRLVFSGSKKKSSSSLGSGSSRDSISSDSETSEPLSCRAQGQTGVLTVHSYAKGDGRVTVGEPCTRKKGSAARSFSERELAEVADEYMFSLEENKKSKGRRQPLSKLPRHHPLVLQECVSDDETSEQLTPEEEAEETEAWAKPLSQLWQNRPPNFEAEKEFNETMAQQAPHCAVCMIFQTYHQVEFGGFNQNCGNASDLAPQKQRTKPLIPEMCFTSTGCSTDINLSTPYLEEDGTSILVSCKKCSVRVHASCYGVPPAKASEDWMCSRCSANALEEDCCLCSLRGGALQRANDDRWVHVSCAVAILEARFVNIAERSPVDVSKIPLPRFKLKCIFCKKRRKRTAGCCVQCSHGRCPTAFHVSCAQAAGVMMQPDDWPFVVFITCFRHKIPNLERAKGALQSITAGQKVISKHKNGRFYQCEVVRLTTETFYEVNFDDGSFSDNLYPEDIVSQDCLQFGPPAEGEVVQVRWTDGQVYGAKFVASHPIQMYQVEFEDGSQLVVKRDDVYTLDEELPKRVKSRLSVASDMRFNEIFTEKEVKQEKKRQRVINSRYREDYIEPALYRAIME
G9a inh – inhibitors of human histone lysine methyltransferase G9a; G9a H3K9 monomethylation, AlphaScreen, 2 h; Potency, µM (series often up to 102 µM), inactives show top-dose activity, negative = inhibition, hits mostly inhibitors; hit rate 8.8% among 350,000; AID 504332; note: potency is the fitted concentration of half-maximal effect; % is set by controls: 0 for no effect and ±100 for the full control effect; nearly all actives have a fitted effect of over 75% in size
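Signal arises when biotinylated H3K9 peptide, once monomethylated, bridges streptavidin donor and antibody-captured acceptor beads. Enzyme at 20 nM was preincubated 15 min with test compounds; peptide 500 nM and SAM 20 uM then reacted for 2 h.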
Pin1 inh – human Pin1 inhibition | Pin1 FP peptide displacement, HiFluor488, 10 min | Potency, µM (highest dose often 115 µM), inactives show at the highest dose activity, negative = inhibition, usual class: inhibitors | hit rate 0.009% among 390,000 | AID 504891; active = well fitted inhibition curve with a large enough effect in the polarisation, with a control signal flat, not every such curve was filed as active; inconclusive = small, poorly fitted or top-dose-only effect, or effect the other way, or a change in a side signal; inactive = no such curve, though single readings can be large or run the other way; the % refers to the polarisation; note: potency is the fitted concentration of half-maximal effect; % is set by controls: 0 for no effect and ±100 for the full control effect
Numbers without * were called inactive; i = inactive; ? = inconclusive; / = no result given; & = joins results of further samples; ! = not confirmed by another sample; [ ] = remark or other dose. Unless noted, calls come from the whole dose curve; as a rule, active = well fitted curve in the direction sought with a large enough effect; inconclusive = small, poorly fitted or top-dose-only effect, or another doubt; inactive = no such curve, though single readings can be large; an effect the other way counts as inactive or inconclusive.

SMILES | Pin1 inh | GLS inhibitor | BAZ2B inh | POLH inh | JMJD2A Tudor inh | PI4K2A inh | G9a inh | Tb PGK inh | HP1b chromo inh
Cc1ccc(S(=O)(=O)NCC(=O)N2CCN(c3ccc(F)cc3)CC2)cc1 | -0.2% | 13.9% | -38.0% | 0.9% | -13.9% | 5.7 | ? | -6.1% | 10.2%
CCOC(=O)Cc1csc(NC(NC(=O)OCC)(C(=O)OCC)C(F)(F)F)n1 (centres undefined) | 2.6% | 8.7% | / | -4.2% | 13.4%[57.1 µM] | 3.7 | / | -6.1% | 14.7%
O=C(c1ccccn1)N1CCCC(N2CCN(Cc3ccc4c(c3)OCO4)CC2)C1 (centres undefined) | -13.1% | 25.3% | 1.3% | -10.3% | -2.8% | -0.4 | / | 5.4% | 16.6%
Cc1ccc(-n2nc3c(c2NC(=O)C(C)(C)C)CSC3)c(C)c1 | ? | 3.9% | -6.4% | -2.6% | -11.9% | 5.7 | 39.8µM* | -8.8% | ?
CCCn1c2ccccc2c2cnn(CC(=O)Nc3cc(OC)c(OC)c(OC)c3)c(=O)c21 | 5.0% | -11.8% | 5.9% | -9.5% | -13.2% | -0.7 | -20.7%[59 µM] | 8.6% | 30.5%
O=C(NC1(C(F)(F)F)N=C2SCCN2C1=O)c1ccco1 (centres undefined) | -9.3% | -15.1% | 0.9% | -3.2% | -13.0%[11.4 µM] | -13.2 | -20.4% | i | 56.0%[activator]
COc1ccc(S(=O)(=O)N2CCCCC2)cc1NC(=O)CCCOc1ccccc1 | 30.3%[activator] | -2.7% | -10.5% | -19.2% | -11.4% | -3.3 | 4.4%[2.33 µM] | -3.1% | 22.7%
Cc1ccc(-c2nc3ncccc3o2)cc1NC(=O)c1cccc(OCC(C)C)c1 | -0.6% | 8.5% | 2.5% | -2.2% | -9.7% | -5.4 | -0.5%[59 µM] | 7.4% | 10.9%
CN(Cc1ccncc1)C1CC(=O)N(c2ccc(F)cc2)C1=O (centres undefined) | -6.7% | 11.3% | -22.9% | 6.5% | -15.7% | -1.5 | -12.4% | / | 38.2%[activator]
C[C@H]1CN([C@@H](C)CO)C(=O)CCCn2nncc2CO[C@@H]1CN(C)S(=O)(=O)c1cn(C)cn1 | / | 0.2% | / | -20.9% | / | -1.3 | / | 4.6% | /
COC(=O)/C(=N/Nc1ccccc1)N1CCCc2ccccc21 | 2.7% | 48.2%[activator] | -37.5% | -17.0% | ? | -1.0 | 44.7µM* | 3.5% | 1.2%
O=C(Nc1nnc(C2CC2)s1)C1CCCCC1 | 7.8% | -1.7% | -16.2% | -2.4% | -5.9% | -4.1 | ? | -1.8% | 32.2%
O=S(=O)(c1cccc2nsnc12)N1CCN(C/C=C/c2ccccc2)CC1 | 11.7% | 3.5% | ? | -14.2% | ? | 3.2 | ? | 4.3% | -23.7%
Cc1ccc(S(=O)(=O)OCC(=O)Nc2ccc(C(=O)O)c(O)c2)cc1 | ? | -9.3% | / | 3.16µM* | 20µM* | -11.6 | / | ? | -9.6%
O=C(NC(=S)NNC(=O)[C@H]1C[C@@H]1c1ccccc1)c1ccc(F)cc1 | 0.0% | 20.7% | 1.5% | -5.7% | -19.6% | -0.8 | / | -0.5% | -4.6%
O=C(NC(C(=O)N/N=C/c1cccc2ccccc12)c1n[nH]c(=O)c2ccccc12)c1ccccc1 (centres undefined) | 8.9% | -0.1% | -35.4% | -17.0% | -22.6% | 0.7 | -18.4% | i | -1.9%
CSc1cccc(-n2ccc(=O)c(C)c2C)c1 | -1.5% | 0.2% | -18.1% | -6.3% | -14.8% | 4.1 | 14.5% | -1.5% | 33.2%
COc1ccc(-c2onc(C)c2C)cc1S(=O)(=O)N1CCN(c2cc(C)ccc2C)CC1 | -0.8% | -2.6% | -14.8% | -14.9% | -25.3% | 2.3 | -32.6%[59 µM] | -4.4% | 10.8%
Fc1ccc(-n2c(-c3ccc4c(c3)OCO4)n[nH]c2=S)cc1Cl | -3.3% | -2.0% | -26.7% | -15.5% | -19.5%[57.1 µM] | 1.8 | 1.41µM* | 4.8% | 5.9%
CC(Sc1nc2ccccc2s1)C(=O)N1CCOCC1 (centres undefined) | 3.1% | 10.1% | 8.9% | -4.6% | 2.8% | -9.7 | ? | 0.3% | /
Cc1nn(C)c(C)c1CCC(=O)O | 2.6% | 12.9% | -0.9% | -1.6% | -4.8% | -8.0 | 47.2% | i | 15.9%
CCCCCCN1C[C@H](n2cc(-c3ccc(F)cc3)nn2)[C@@H](O)C[C@@H]1c1ccc(OC)cc1 | / | 13.1% | / | -12.3% | / | 0.8 | / | 4.5% | /
Cc1ccc(OCC(=O)Nc2ccc(N(C)C)cc2)cc1 | 3.2% | 16.0% | -3.8% | -7.5% | ? | -2.0 | 8.91µM* | -2.1% | ?
COc1cccc(NC(=O)NC2CCN(Cc3nnnn3Cc3ccc4c(c3)OCO4)CC2)c1 | -3.6% | 4.0% | -16.1% | -24.1% | -20.4% | -4.1 | -10.0%[59 µM] | -7.8% | 20.0%
O=C(CC1SC(N2CCCC2)=NC1=O)Nc1ccc(C(=O)Nc2ncccc2O)cc1 (centres undefined) | -7.6% | 3.3% | ? | -7.9% | ? | -1.2 | -1.9%[0.501 µM] | -3.2% | -7.2%
CN(C)c1ccc(-c2nc3ccccn3c2/N=C/c2ccc(Br)cc2)cc1 | 16.7% | 0.6% | 11.2µM* | -12.5% | 44.7µM* | -23.4 | 10µM* | ? | ?
O=C1c2cccc3c(N4CCCCC4)ccc(c23)C(=O)N1c1ccccn1 | ? | 7.1% | 39.8%[activator] | -15.5% | 0.4% | -5.0 | 31.8%[59 µM] | -5.3% | 35.7%
CN(CC(=O)Nc1ccc(Cl)c(C(F)(F)F)c1)C(=O)CCCc1nc2ccccc2c(=O)[nH]1 | 0.7% | 3.8% | -4.4% | -13.7% | -16.1% | -2.8 | 5.8%[12.7 µM] | -8.3% | 18.1%
COc1ccc(CNC(=O)C2CCN(Cc3nc(-c4ccc(OC)c(OC)c4)oc3C)CC2)cc1 | -0.6% | -8.9% | -25.0% | -18.5% | -4.7% | 5.9 | -3.9%[59 µM] | -3.2% | 21.8%
CCOC(=O)C(C)Sc1ncnc2c1c(-c1ccccc1)cn2-c1ccc(OC)cc1 (centres undefined) | -1.2% | -4.9% | -3.9% | -6.5% | -8.6% | 3.8 | -8.1% | -7.1% | 54.1%[activator]

Continuation:
SMILES | Pin1 inh | GLS inhibitor | BAZ2B inh | POLH inh | JMJD2A Tudor inh | PI4K2A inh | G9a inh | Tb PGK inh | HP1b chromo inh
COC(=O)[C@H]1[C@H]2C[C@@H]3c4[nH]c5cc(OC)ccc5c4CCN3C[C@H]2C[C@@H](OC(=O)c2cc(OC)c(OC)c(OC)c2)[C@@H]1OC | ? | 7.5%&7.3% | 28.2µM* | ? | 56.2µM* | -1.6&1.0&-1.8 | 22.4µM*! | i | ?
CCCNC(=O)c1ccc(COc2cccc3ccccc23)o1 | 8.7% | 1.5% | -14.3% | -13.6% | -24.3% | 2.9 | ? | -0.5% | 16.4%
Cc1ccc(S(=O)(=O)N2CCOCC2)cc1C(=O)Nc1ccc2c(c1)CCC2 | -11.3% | 2.9% | -1.0% | -10.7% | -14.9% | -2.4 | 6.4%[59 µM] | -6.7% | 21.5%
CCc1ccc2c(c1)/C(=N/OC)C(=O)N2 | 1.1% | 9.0% | 3.9% | 2.2% | -11.8% | -0.8 | ? | -2.7% | 19.9%
O=C(CN1CCCc2ccccc21)N/N=C/c1ccccc1 | ? | 2.6% | ? | -14.3% | -32.1% | 3.1 | 44.7µM* | i | 6.8%
CCN(CC)C(=O)COc1ccc(/C(C)=N/NC(=O)c2ccccc2O)cc1 | -1.0% | -3.9% | -16.2% | -6.0% | -2.8% | -2.7 | 8.3% | -10.1% | 34.0%
CCS(=O)(=O)N1CCC(C(=O)Oc2ccc(Br)cc2)CC1 | -2.2% | 3.7% | -4.1% | 0.2% | -2.7% | -1.8 | 34.3% | -4.7% | 29.5%
COc1ccccc1N(Cc1ccccc1)S(=O)(=O)c1cccc(C(=O)N2CCCCC2)c1 | 1.8% | -1.1% | / | -21.8% | -8.8% | 1.6 | / | i | 35.1%
O=C(O)CCC(=O)/C=C/c1ccccc1 | -3.1% | 7.6% | -0.1% | -15.5% | -16.7% | 1.7 | -27.5% | 1.9% | -8.7%
CC(=O)N/C(=C/c1ccc2c(c1)OCO2)C(=O)NCCO | 20.6% | 4.0% | 6.7% | -2.2% | -0.7% | 1.1 | 11.5%[59 µM] | 1.7% | 14.1%
COc1cc(-c2cc(C(=O)O)c3c(OC)c(OC)c(OC)cc3n2)ccc1O | -7.9% | 38.1%[activator] | 3.7% | -1.0% | 0.8% | -9.6 | -39.4%[59 µM] | -9.5% | 6.2%
CC(C)Cc1nc2oc3c(N4CCN(CCO)CC4)ncnc3c2c2c1CCCC2 | 20.1% | 32.5%[activator] | 4.6% | -16.0% | ? | -2.3 | 10.0%[12.7 µM] | -9.6% | -6.0%
CCN1CCN(c2nc3c(c(=O)[nH]c(=O)n3C)n2Cc2ccccc2)CC1 | -0.2% | 1.6% | -2.0% | 6.7% | -2.3% | 2.1 | -43.1% | 1.5% | 20.9%

Compound activity as filed in PubChem.

Some of the compounds tested; the hit share may differ from the screen's.
